# CBFb-SMMHC binding: inhibitors of RUNX1 Runt–CBFb-SMMHC binding, biochemical, TR-FRET (AID 1438); Runt-related transcription factor 1 (Homo sapiens) + Core-binding factor subunit beta …; TR-FRET Runt domain–CBFb-SMMHC binding, biochemical; higher % means a stronger effect; inhibition, % at 20 µM; hits with a dose series show IC50 in µM; actives 2% (n = 2,200); in the data active = inhibition from about 52%, or a potency from the dose series; inactive = the rest, 99 in 100 with inhibition below about 48%
# Numbers without * were called inactive. The list is partial, so the mix of outcomes need not match the whole.
compound,CBFb-SMMHC binding
CCCCn1c(N)c(C(=O)OCC2CCCO2)c2nc3ccccc3nc21 (centres undefined),32.1%
O=c1[nH]c(=O)n(C2CCCCC2)c(O)c1/C=C/C=Nc1ccccc1,-5.6%
Cc1ccc(-n2c(O)c(/C=C/C=Nc3ccccc3)c(=O)[nH]c2=O)cc1,-56.9%
Nc1c(C(=O)OCC2CCCO2)c2nc3ccccc3nc2n1Cc1cccs1 (centres undefined),29.8%
CCCCCn1c(N)c(C(=O)NCCN2CCOCC2)c2nc3ccccc3nc21,28.5%
COCCOC(=O)c1c(N)n(Cc2ccc(OC)cc2)c2nc3ccccc3nc12,26.8%
Cc1cc(O)ccc1Nc1nc2ccccc2nc1Nc1ccc(O)cc1C,7.08µM*
CC(C)OCCCNC(=O)c1c(N)n(CC2CCCO2)c2nc3ccccc3nc12 (centres undefined),35.7%
N#CC1=C(N)Oc2cc(O)ccc2C1c1ccc2c(c1)OCO2 (centres undefined),-6.8%
CCCCOCCCn1c(N)c(C(=O)OC(C)COC)c2nc3ccccc3nc21 (centres undefined),47.6%

# Retrieved by structure from the entries so far:
compound,CBFb-SMMHC binding
Cc1ccc(-n2c(O)c(/C=C/C=Nc3ccccc3)c(=O)[nH]c2=O)cc1,-56.9%
CCCCn1c(N)c(C(=O)OCC2CCCO2)c2nc3ccccc3nc21 (centres undefined),32.1%

# Structures listed so far that have a carbonyl joined to an NH by a bond outside any ring:
compound,CBFb-SMMHC binding
CCCCCn1c(N)c(C(=O)NCCN2CCOCC2)c2nc3ccccc3nc21,28.5%
CC(C)OCCCNC(=O)c1c(N)n(CC2CCCO2)c2nc3ccccc3nc12 (centres undefined),35.7%
